697 NFkB inh: lowers PMA/ionomycin-induced NF-kB signal in 697 B cells; 697 B-cell NF-kB luciferase reporter, 16 h; inhibition, % at 4 µM; actives 0.33% (n = 330,000); AID 435022; in the data active means inhibition above about 35%
Gli-Sufu antag: Gli-Sufu pathway antagonism | Sufu-KO-LIGHT fibroblasts, Gli luciferase reporter luminescence | inhibition, % at 5 µM | AID 588413 | actives 0.74% (n = 340,000);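 active means inhibition above about 55%, limit read from the data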;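 further: 0% = DMSO-treated cells and 100% = wells with medium but no cells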
Apaf1 inhib: inhibitors of human Apaf-1 apoptosome. O14727. reconstituted apoptosome caspase-3 activity, DEVD-Rh110 fluorescence. inhibition, % at 20 µM. actives 0.71% (n = 330,000); active means inhibition of at least 40% at 20 µM;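 further: plate controls were DMSO wells for no effect and DEVD-CHO caspase inhibitor wells for full effect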
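Medium: Hepes buffer, pH 7.5 / System: biochemical Apaf-1 apoptosome reconstitution / Measured by: Rh110 fluorescence, excitation 480 nm, emission 540 nm / Times: compound with Apaf-1, dATP, procaspase-3 30 min, then 50 min reaction, room temperature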
HKDC1 inh: blocks human hexokinase HKDC1 activity. inhibition, % at 20 µM. recombinant HKDC1, G6PDH/diaphorase resazurin coupled fluorescence. actives 0.16% (n = 340,000). Q2TB90;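 active means inhibition above about 35% when tested at 20 µM, limit read from the data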;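 further: plate controls were DMSO wells with enzyme for no effect and DMSO wells lacking enzyme for full effect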
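Incubation: 90 min at room temperature in dark / Material: recombinant HKDC1 (HK5) hexokinase enzyme, produced in-house / Quantity: enzyme 5 µg/mL final / Compound: one dose of 20 µM, 1% DMSO / Reagent: glucose and ATP substrates / Buffer or medium: Tris pH 8.0 buffer with MgCl2, Tween-20, BSA, BME / Technique: resorufin fluorescence at 613 nm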
SENP7 inh: inhibitors of human SENP7 protease; Q9BQF6; recombinant SENP7, Z-RLRGG-aminoluciferin luminescence, 40 min; inhibition, % at 5 µM; actives 1.5% (n = 330,000); AID 434973;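 active means inhibition above about 50% at the single test dose, limit read from the data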;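 further: plate controls were DMSO with enzyme for no effect and no enzyme buffer wells for full effect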
SENP8 block: inhibitors of human SENP8 protease. purified SENP8, Z-RLRGG-aminoluciferin cleavage, luminescence. actives 1.2% (n = 330,000). Q96LD8. AID 2540. inhibition, % at 10 µM
UBC13 inh: inhibitors of human UBC13 polyubiquitin chain formation; inhibition, % at 20 µM; AID 485273; P61088; TR-FRET; actives 0.47% (n = 330,000); in the data active means inhibition above about 45%, passing the limit was not always enough
Jurkat NFkB inh: inhibitors of the PMA/ionomycin-induced NF-kB reporter in Jurkat cells; AID 435003; PMA/ionomycin-induced NF-kB luciferase reporter, luminescence; inhibition, % at 4 µM; actives 0.53% (n = 330,000)
Numbers without * were called inactive. Unless noted, no stated cut-off is given here; in the data, active means inhibition above about 50%; inactive means the rest. Rows are unselected; overall some 3.6% were active at least once.

Screening CC(C)CCc1noc(CN(C)CC2CCN(Cc3ccccc3)CC2)n1 returned 697 NFkB inh -3, Gli-Sufu antag 1, Apaf1 inhib -10, HKDC1 inh -8, SENP7 inh -3, SENP8 block -2, UBC13 inh 6 and Jurkat NFkB inh 0.
`Fc1ccc(-n2cc(-c3ccccc3)c3c(=S)nc[nH]c32)cc1` gave 697 NFkB inh -18, Gli-Sufu antag 10, Apaf1 inhib 16, HKDC1 inh 7, SENP7 inh 1, SENP8 block 5, UBC13 inh 43 and Jurkat NFkB inh 7.
Screening O=C(CN1CCN(c2ncccn2)CC1)N(Cc1ccccc1)c1ccc(F)cc1 returned 697 NFkB inh -14, Gli-Sufu antag 9, Apaf1 inhib -12, HKDC1 inh -6, SENP7 inh 7, SENP8 block 5, UBC13 inh 0 and Jurkat NFkB inh -1.
Screening N#Cc1cnn(-c2ccccc2)c1NC(=O)CN1CCN(c2ccccc2)CC1 returned 697 NFkB inh -9, Gli-Sufu antag 2, Apaf1 inhib -19, HKDC1 inh -1, SENP7 inh 6, SENP8 block 7, UBC13 inh 2 and Jurkat NFkB inh -2.
Cc1cc(=O)oc2cc(OCC(=O)N3CCC(C(N)=O)CC3)ccc12 was read as 697 NFkB inh 21, Gli-Sufu antag 5, Apaf1 inhib -10, HKDC1 inh -2, SENP7 inh -2, SENP8 block 4, UBC13 inh 8 and Jurkat NFkB inh -2.
O=C(Nc1ccccn1)NC1CCCCC1 was read as 697 NFkB inh 9, Gli-Sufu antag -10, Apaf1 inhib 12, HKDC1 inh 4, SENP7 inh 5, SENP8 block 7, UBC13 inh 3 and Jurkat NFkB inh -10.
Screening COc1ccc(N2CC(C(=O)Nc3cccc(OC(C)C)c3)CC2=O)cc1 (centres undefined) returned 697 NFkB inh 10, Gli-Sufu antag -25, Apaf1 inhib 5, HKDC1 inh -4, SENP7 inh -1, SENP8 block 11, UBC13 inh 2 and Jurkat NFkB inh 11.
`CN1CCN(C(=O)c2cc(Cl)cc(Cl)c2)CC1` gave 697 NFkB inh 6, Gli-Sufu antag 22, Apaf1 inhib 4, HKDC1 inh -1, SENP7 inh -1, SENP8 block 9, UBC13 inh -2 and Jurkat NFkB inh -4.
For Cc1ccc(N(C(=O)CCCC(=O)Nc2ccccn2)C(C(=O)NC2CCCC2)c2ccc(O)cc2)cc1C (centres undefined) the results were 697 NFkB inh 6, Gli-Sufu antag 1, Apaf1 inhib 12, HKDC1 inh -4, SENP7 inh 1, SENP8 block 3, UBC13 inh 8 and Jurkat NFkB inh 6.
For O=C(NCCCn1ccnc1)c1cccc(S(=O)(=O)N2CCCCCC2)c1 the results were 697 NFkB inh -58, Gli-Sufu antag 6, Apaf1 inhib -1, HKDC1 inh -1, SENP7 inh -4, SENP8 block -6, UBC13 inh -3 and Jurkat NFkB inh -12.
For Cc1c(Cc2ccccc2)sc(NC(=O)c2ccco2)c1C(N)=O the results were 697 NFkB inh -62, Gli-Sufu antag -14, Apaf1 inhib 8, HKDC1 inh -6, SENP7 inh -3, SENP8 block -13, UBC13 inh 8 and Jurkat NFkB inh -20.
For Cc1ccccc1NC(=O)c1ccc(Cl)c(NC(=O)c2ccncc2)c1 the results were 697 NFkB inh 4, Gli-Sufu antag 2, Apaf1 inhib -13, HKDC1 inh 15, SENP7 inh -6, SENP8 block -1, UBC13 inh -2 and Jurkat NFkB inh 11.
For Cc1cc(C)nc(N2N=C(C(F)(F)F)CC2=O)n1 the results were 697 NFkB inh -3, Gli-Sufu antag 3, Apaf1 inhib -27, HKDC1 inh 2, SENP7 inh -2, SENP8 block -4, UBC13 inh 6 and Jurkat NFkB inh 17.
Screening O=c1nc2n(c3c4c(sc13)CCC4)CCC2 returned 697 NFkB inh -1, Gli-Sufu antag 0, Apaf1 inhib -2, HKDC1 inh 3, SENP7 inh -1, SENP8 block 2, UBC13 inh 5 and Jurkat NFkB inh -13.
CC(C)CNC(=S)N1CCC(C(=O)c2ccc3c(c2)OCCO3)CC1 was read as 697 NFkB inh -6, Gli-Sufu antag -2, Apaf1 inhib -6, HKDC1 inh -5, SENP7 inh 2, SENP8 block -2, UBC13 inh 13 and Jurkat NFkB inh 13.
`COc1ccc(S(=O)(=O)NC2CCCCC2)cc1-n1cnnn1` gave 697 NFkB inh 0, Gli-Sufu antag -2, Apaf1 inhib -10, HKDC1 inh -6, SENP7 inh 6, SENP8 block -1, UBC13 inh -5 and Jurkat NFkB inh 13.
CC(C)(CC(=O)O)CC(=O)Nc1ccc(Cl)c(Cl)c1 was read as 697 NFkB inh 15, Gli-Sufu antag -2, Apaf1 inhib -1, HKDC1 inh -2, SENP7 inh 4, SENP8 block -4, UBC13 inh 2 and Jurkat NFkB inh 13.
CCOC(=O)C1=CN(Cc2ccco2)S(=O)(=O)NC1CC (centres undefined) was read as 697 NFkB inh -5, Gli-Sufu antag -11, Apaf1 inhib 10, HKDC1 inh -2 and SENP7 inh 9.
Screening CCN(CC(=O)Nc1ccc(NC(C)=O)cc1)C(=O)CC1OC(=O)c2ccccc21 (centres undefined) returned 697 NFkB inh 0, Gli-Sufu antag -8, Apaf1 inhib -5, HKDC1 inh 2, SENP7 inh 7, SENP8 block 0, UBC13 inh 0 and Jurkat NFkB inh 11.
Screening O=[N+]([O-])c1ccccc1CN1CCN(Cc2ccc3ccccc3c2)CC1 returned 697 NFkB inh -25, Gli-Sufu antag 16, Apaf1 inhib -1, HKDC1 inh -4, SENP7 inh -4, SENP8 block -4, UBC13 inh 0 and Jurkat NFkB inh 20.
CCN1CCC(=NNC(=O)CC23CC4CC(CC(C4)C2)C3)CC1 was read as 697 NFkB inh -11, Gli-Sufu antag -3, Apaf1 inhib 23, HKDC1 inh -4, SENP7 inh 16, SENP8 block 3, UBC13 inh 3 and Jurkat NFkB inh -2.
`C=CCn1c(SCC(=O)N2CCN(c3ccc(F)cc3)CC2)nnc1-c1cccs1` gave 697 NFkB inh -14, Gli-Sufu antag -1, Apaf1 inhib -6, HKDC1 inh 1, SENP7 inh 13, SENP8 block -5, UBC13 inh -4 and Jurkat NFkB inh 2.
`COC(=O)c1ccccc1S(=O)(=O)N1CCC(C(=O)OCc2ccc([N+](=O)[O-])cc2)CC1` gave 697 NFkB inh 3, Gli-Sufu antag -7, Apaf1 inhib 16, HKDC1 inh -2, SENP7 inh 2, SENP8 block 9, UBC13 inh 0 and Jurkat NFkB inh 19.
COc1cccc(NC(=O)Nc2nnc(N3CCCCC3C)s2)c1 (centres undefined) was read as 697 NFkB inh -26, Gli-Sufu antag -18, Apaf1 inhib 25, HKDC1 inh 2, SENP7 inh -14, SENP8 block -23, UBC13 inh 9 and Jurkat NFkB inh -30.

Some of these compounds in order of heavy-atom count, falling.
Screening CCN(CC(=O)Nc1ccc(NC(C)=O)cc1)C(=O)CC1OC(=O)c2ccccc21 (centres undefined) returned 697 NFkB inh 0, Gli-Sufu antag -8, Apaf1 inhib -5, HKDC1 inh 2, SENP7 inh 7, SENP8 block 0, UBC13 inh 0 and Jurkat NFkB inh 11.
CC(C)CNC(=S)N1CCC(C(=O)c2ccc3c(c2)OCCO3)CC1 was read as 697 NFkB inh -6, Gli-Sufu antag -2, Apaf1 inhib -6, HKDC1 inh -5, SENP7 inh 2, SENP8 block -2, UBC13 inh 13 and Jurkat NFkB inh 13.
COc1cccc(NC(=O)Nc2nnc(N3CCCCC3C)s2)c1 (centres undefined) was read as 697 NFkB inh -26, Gli-Sufu antag -18, Apaf1 inhib 25, HKDC1 inh 2, SENP7 inh -14, SENP8 block -23, UBC13 inh 9 and Jurkat NFkB inh -30.
For Cc1cc(C)nc(N2N=C(C(F)(F)F)CC2=O)n1 the results were 697 NFkB inh -3, Gli-Sufu antag 3, Apaf1 inhib -27, HKDC1 inh 2, SENP7 inh -2, SENP8 block -4, UBC13 inh 6 and Jurkat NFkB inh 17.

Other records.
Screening COc1cc(/C=C/C(=O)OC(C)C(=O)Nc2ccc(Cl)cn2)ccc1OC(F)F (centres undefined) returned 697 NFkB inh 1, Gli-Sufu antag -3, Apaf1 inhib 16, HKDC1 inh 2, SENP7 inh -14, SENP8 block -24, UBC13 inh -11 and Jurkat NFkB inh -1.
Screening CC(=O)Nc1cccc(NC(=O)C(=O)NCC(c2ccco2)N2CCc3ccccc32)c1 (centres undefined) returned 697 NFkB inh -40, Gli-Sufu antag 1, Apaf1 inhib 8, HKDC1 inh 3, SENP7 inh 5, SENP8 block -4, UBC13 inh -2 and Jurkat NFkB inh -11.
FC(F)(F)c1ccc(Cl)c(NC(=S)N/N=C/c2ccccc2C(F)(F)F)c1 was read as 697 NFkB inh -36, Gli-Sufu antag 7, Apaf1 inhib 10, HKDC1 inh -2, SENP7 inh -6, SENP8 block -5, UBC13 inh -5 and Jurkat NFkB inh 10.
COc1ccc(/C=N/NC(=O)C(O)(c2ccccc2)c2ccccc2)cc1OC was read as 697 NFkB inh 0, Gli-Sufu antag -2, Apaf1 inhib -4, HKDC1 inh -8, SENP7 inh -6, SENP8 block 1, UBC13 inh 0 and Jurkat NFkB inh 9.
For COC(=O)c1sc(N2C(=O)C(O)=C(C(=O)c3ccc(C)o3)C2c2cccs2)nc1C (centres undefined) the results were 697 NFkB inh 0, Apaf1 inhib 8, HKDC1 inh 7, SENP7 inh 0, SENP8 block 2, UBC13 inh -13 and Jurkat NFkB inh -2.
`COc1ccc(C(=O)Oc2ccc(C(=S)N3CCCC3)cc2)cc1OC` gave 697 NFkB inh -1, Apaf1 inhib 6, SENP7 inh -2, SENP8 block -9, UBC13 inh 9 and Jurkat NFkB inh 8.
Screening COc1ccc(CCN=C2SCC(=O)N2C)cc1OC returned 697 NFkB inh 16, Gli-Sufu antag -1, Apaf1 inhib -9, HKDC1 inh -5, SENP7 inh -6, SENP8 block -1, UBC13 inh 5 and Jurkat NFkB inh 2.
For O=S1(=O)N[C@@H](CC2=CCCCC2)C2CCCCC2O1 (some centres undefined) the results were 697 NFkB inh -41, Gli-Sufu antag 7, Apaf1 inhib 17, HKDC1 inh -3, SENP7 inh -14, SENP8 block -10, UBC13 inh 0 and Jurkat NFkB inh -8.
For CN1CCN(CCC(=O)N/N=C/c2cc([N+](=O)[O-])ccc2OC(F)F)CC1 the results were 697 NFkB inh 15, Gli-Sufu antag 4, Apaf1 inhib 2, HKDC1 inh -14, SENP7 inh 2, SENP8 block -1, UBC13 inh -2 and Jurkat NFkB inh -16.
For Cc1cc(C)cc(NC(=O)COc2coc(CN3CCN(c4ccccc4)CC3)cc2=O)c1 the results were 697 NFkB inh -6, Gli-Sufu antag 6, Apaf1 inhib 1, HKDC1 inh 6, SENP7 inh -8, SENP8 block -5, UBC13 inh 4 and Jurkat NFkB inh 12.
Screening COc1cccc(/C=N/NC(=O)c2nnn(-c3nonc3N)c2C(C)C)c1 returned 697 NFkB inh 10, Gli-Sufu antag -4, Apaf1 inhib 13, HKDC1 inh -1, SENP7 inh -4, SENP8 block 4, UBC13 inh -1 and Jurkat NFkB inh 10.
For O=C(Nc1ccccc1)c1ccc[n+](Cc2ccc([N+](=O)[O-])cc2)c1 the results were 697 NFkB inh -3, Gli-Sufu antag 5, Apaf1 inhib 6, HKDC1 inh -8, SENP7 inh -2, SENP8 block -5, UBC13 inh 2 and Jurkat NFkB inh 0.
CCOC(=O)/C=C1\CC(C(=O)OCC)Oc2ccccc21 (centres undefined) was read as 697 NFkB inh -8, Gli-Sufu antag 7, Apaf1 inhib 11, HKDC1 inh -2 and SENP7 inh -13.
CC(=O)NC1=NN(C(C)=O)C(C)(c2ccccc2)S1 (centres undefined) was read as 697 NFkB inh -2, Gli-Sufu antag 9, Apaf1 inhib -11, HKDC1 inh 9, SENP7 inh -16, SENP8 block -13, UBC13 inh -8 and Jurkat NFkB inh 43.

Bioassay records from PubChem BioAssay.
